Source: PubChem BioAssay
SIAE inh – blocks human sialic acid acetylesterase; 370,000 tested, 0.69% active; inhibition, % at 9.66 µM; SIAE FP-Rh probe binding, fluorescence polarization; Q9HAT2; AID 1053197;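 active = inhibition above a cutoff: mean of compounds within the control limits plus 3 SD of those, cut at about 17% in these data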;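 also: 0% = plate median of compound wells and 100% = probe without SIAE protein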
PLC-beta3 inh – PLC-beta3 (human) inhibition, primary screen; Q01970; Purified PLC-beta3, fluorogenic substrate, fluorescence; inhibition, % at 12.2 µM; 370,000 tested, 0.18% active; AID 720704; in the data active = inhibition above about 11%;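 also: 0% = median of compound wells on plate and 100% = full blocker control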
ASAP1 inh – ASAP1 ArfGAP inhibition. Q9ULH1. ASAP1-stimulated ARF1 GTP hydrolysis, GDP FP detection. inhibition, % at 16.5 µM. 360,000 tested, 0.19% active. AID 624377; in the data active = inhibition above about 25%;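 also: 0% = vehicle with enzyme and substrate and 100% = no enzyme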
DDE Tn6 FP inh – disrupts Tn6 cyclic peptide binding to fibrin D-Dimer-E complex. P02675. Fibrin DD(E) TRITC-Tn6 fluorescence polarization displacement. inhibition, % at 8.3 µM. 370,000 tested, 0.21% active. AID 720509;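 active = inhibition above a per-campaign cutoff: mean of compounds within control limits plus 3 SD, cut at about 15% in these data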;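 also: 0% = median of all compound wells on the plate and 100% = blocking peptide control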
PLCg1 inh – PLC-gamma1 (human) inhibition, primary screen; purified PLC-gamma1, fluorogenic substrate, fluorescence; P19174; inhibition, % at 12.2 µM; 370,000 tested, 0.84% active; in the data active = inhibition above about 9.5%
ARFGAP1 inh – inhibits rat ARF GTPase activating protein 1; inhibition, % at 16.5 µM; Arfgap1-stimulated ARF1 GTP hydrolysis, GDP FP detection; Q62848; 360,000 tested, 0.26% active;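 active = inhibition above a per-plate limit, mean inhibition of low control wells plus 3 SD, cut at about 25% in these data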;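 also: 0% = DMSO wells with enzyme and 100% = wells lacking Arfgap1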
Target sequence (Q62848 1-136 limits assumed): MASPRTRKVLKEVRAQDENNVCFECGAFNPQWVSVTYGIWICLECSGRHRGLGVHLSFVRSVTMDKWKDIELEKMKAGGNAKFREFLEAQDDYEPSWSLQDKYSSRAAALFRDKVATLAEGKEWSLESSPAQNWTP
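system = rat Arfgap1 catalytic domain, aa 1-136 | technique = FP, GDP Alexa 633 tracer displaced from anti-GDP antibody, 620/688 nm | compound = one concentration, 16.5 µM, DMSO 1.26% | medium = HEPES-based buffer, pH 7.5 | timing = compound-enzyme preincubation 20 min, reaction 120 min, detection 60 min, 25 °C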
ADAM17 inh – ADAM17 inhibition, QFRET primary screen; inhibition, % at 6.95 µM; 370,000 tested, 0.83% active; recombinant ADAM17, EDANS/DABCYL FRET peptide cleavage; P78536;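 active = inhibition above the mean of compounds lying between control limits plus 3 SD, set per campaign, cut at about 8.5% in these data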;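 also: 0% = DMSO-only wells as the low control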
Target sequence (P78536 215-824 limits assumed): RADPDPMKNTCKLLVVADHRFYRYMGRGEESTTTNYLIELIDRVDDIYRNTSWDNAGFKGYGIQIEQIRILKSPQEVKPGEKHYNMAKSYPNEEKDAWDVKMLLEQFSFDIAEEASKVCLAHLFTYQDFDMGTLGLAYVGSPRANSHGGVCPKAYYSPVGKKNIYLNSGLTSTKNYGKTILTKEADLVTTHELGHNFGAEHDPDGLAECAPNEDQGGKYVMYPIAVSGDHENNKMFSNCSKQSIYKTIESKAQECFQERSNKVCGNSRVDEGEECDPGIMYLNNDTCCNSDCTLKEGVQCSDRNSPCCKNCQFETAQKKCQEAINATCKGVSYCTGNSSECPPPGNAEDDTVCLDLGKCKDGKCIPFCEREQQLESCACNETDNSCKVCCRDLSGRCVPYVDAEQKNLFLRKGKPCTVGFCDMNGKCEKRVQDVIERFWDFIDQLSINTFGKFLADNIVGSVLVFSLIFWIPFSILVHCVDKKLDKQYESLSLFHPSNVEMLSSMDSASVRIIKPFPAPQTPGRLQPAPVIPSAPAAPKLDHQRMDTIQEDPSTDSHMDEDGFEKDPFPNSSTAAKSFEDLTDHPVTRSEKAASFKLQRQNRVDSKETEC
ADAM10 inh – ADAM10 inhibition, QFRET primary screen; AID 720582; recombinant ADAM10, EDANS/DABCYL FRET peptide cleavage, 3 h; 370,000 tested, 0.62% active; inhibition, % at 7 µM; O14672;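 active = inhibition above a per-campaign cutoff equal to the mean of compounds falling between control-based bounds plus 3 SD, cut at about 20% in these data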;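 also: 0% = DMSO wells while the 100% control is not disclosed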
TDP2 inh – TDP2 (human) inhibition, absorbance primary screen | inhibition, % at 12.8 µM | O95551 | recombinant TDP2, T5PNP hydrolysis, p-nitrophenol absorbance 415 nm | 370,000 tested, 0.34% active | AID 720702;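 active = inhibition above the mean of all tested compounds plus 3 SD, set per campaign, cut at about 25% in these data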;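 also: 0% = DMSO with enzyme and 100% = buffer with substrate but no TDP2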
Target sequence (O95551 whole entry, looked up): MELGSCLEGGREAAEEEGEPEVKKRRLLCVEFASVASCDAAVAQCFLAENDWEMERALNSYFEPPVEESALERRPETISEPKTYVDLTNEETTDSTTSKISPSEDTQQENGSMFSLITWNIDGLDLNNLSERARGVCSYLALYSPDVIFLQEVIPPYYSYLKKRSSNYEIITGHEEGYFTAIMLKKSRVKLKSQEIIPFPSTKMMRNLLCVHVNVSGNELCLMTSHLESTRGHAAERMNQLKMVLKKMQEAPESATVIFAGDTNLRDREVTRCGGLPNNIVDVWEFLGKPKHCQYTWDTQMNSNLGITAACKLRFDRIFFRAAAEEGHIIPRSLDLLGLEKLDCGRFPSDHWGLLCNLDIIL
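System: recombinant human TDP2 / Amount: 120 nM TDP2 per well / Also added: 5 mM T5PNP chromogenic substrate / Doses: 12.8 µM single point, 1% DMSO / Incubation: 2 h at 37 °C / Detection: p-Nitrophenol epi absorbance / Evaluation: % inhibition relative to enzyme-containing and enzyme-free wells / Repeats: singlicate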
Tn7 DDE FP – disrupts Tn7 cyclic peptide binding to fibrin D-Dimer-E complex | FP displacement of FITC-Tn7 peptide from fibrin DD(E); 0% = median of compound wells per plate | inhibition, % at 8.3 µM | 370,000 tested, 0.13% active | AID 720508;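 active = inhibition above the mean of compounds falling within the control limits plus 3 SD of them, cut at about 14% in these data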;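 also: 0% = plate median of compound wells and 100% = 10 µM Aha-Tn7 peptide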
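Test system: human clot-derived fibrin DD(E) complex / Quantity: 2 µM final DD(E) protein / Incubation: 10 min plus 3 h, room temperature / Measured by: fluorescence polarization / Benchmarks: high control of 10 µM Aha-Tn7 peptide / Replicates: singlicate testing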
Active calls of the source: *. Rows are unselected; 3.6% or so of the library scored in one or more.

SMILES	SIAE inh	PLC-beta3 inh	ASAP1 inh	DDE Tn6 FP inh	PLCg1 inh	ARFGAP1 inh	ADAM17 inh	ADAM10 inh	TDP2 inh	Tn7 DDE FP
Cc1nccn1-c1ccc(C(F)(F)F)cc1[N+](=O)[O-]	-4.2	-3.4	-1.0	-7.6	-2.5	-0.3	0.3	-3.0	-2.2	-6.4
CC(=O)Nc1ccc(SCC(=O)c2c(N)n(Cc3ccccc3)c(=O)n(C)c2=O)cc1	-2.0	-6.0	14.5	-4.1	1.8	17.4	-3.2	-1.0	4.3	-4.7
CCN(CC)CCCn1c(C)cc2c(c1=O)C(c1cccc(Cl)c1)C(C#N)=C(N)O2 (stereo not drawn)	1.0	0.0	-6.2	-0.1	-1.8	-5.2	-10.2	-13.3	2.0	1.1
NC(=O)C(=O)NN=C1CCC(c2ccccc2)CC1 (stereo not drawn)	-1.1	6.7	3.0	-5.3	4.1	-0.9	1.6	-4.8	5.0	0.5
COc1nc(N(C)C)nc(N(OC)S(=O)(=O)c2ccccc2Cl)n1	-0.6	-67.3	0.7	6.7	-0.5	-2.1	-3.6	1.6	7.7	-9.4
CN(CC(=O)Nc1ccccc1Cl)C(=O)c1cc2c(s1)CCCCC2	-1.9	1.4	14.4	0.6	3.2	5.1	-2.4	-7.7	11.1	3.0
O=C(COc1ccc([N+](=O)[O-])cc1)N1CCc2ccccc2C1	0.6	-3.3	0.1	-1.4	2.7	2.1	-2.8	9.6	9.8	2.0
N/C(=N\OC(=O)C1CCCCC1)c1ccncc1	-1.3	7.3	6.1	-1.9	3.0	-0.5	3.0	10.1	-14.6	-2.2
C=C(C)Cn1c(N2CC(C)CC(C)C2)nc2c1c(=O)[nH]c(=O)n2C (stereo not drawn)	5.6	4.0	0.8	-1.1	2.3	-5.8	-1.8	-3.8	-4.8	-0.2
Cc1nnc(SC(C)C(=O)Nc2sc3c(c2C#N)CCCC3)[nH]c1=O (stereo not drawn)	3.3	-14.7	7.9	-4.3	-3.9	6.7	0.1	-6.2	-6.7	4.5
CCOc1cccc2c1OC1(C)CC2NC(=O)N1c1cccc(F)c1 (stereo not drawn)	-6.5	0.8	-2.5	1.9	-1.0	-3.3	-1.3	6.2	5.3	2.6
CC(C)(C)OC(=O)N(Cc1ccccc1)Cc1ccccc1OCc1cccc(NC(=O)C2CCC2)c1	-15.3	-0.8	5.0	-1.4	-0.3	-0.2	-2.9	-7.6	5.6	6.7
COc1ccccc1-c1cc2nc(C)cc(C)n2n1	-2.3	-51.9	-11.3	10.4	-33.5	-2.5	-11.8	-24.5	1.7	7.7
CCC(C)NC(=O)C1CCN(c2nc(C)cc(C)n2)CC1 (stereo not drawn)	-3.2	-4.2	4.7	-1.7	-1.6	-4.3	-5.0	-3.8	3.9	1.6
CC(C)(C)OC(=O)NN1CC(=O)N2Cc3ccccc3C[C@@H]2C1=O	-4.7	-5.0	1.7	-6.6	0.8	-7.2	-2.1	-9.3	-3.2	2.3
COc1ccc2c(c1)OC[C@H]1[C@H]2N2C(=O)CN(Cc3ccc(Cl)cc3)C(=O)[C@@]2(C)[C@H]1c1ccccc1	-19.2	-2.1	15.6	-1.8	2.9	7.0	9.9*	16.0	-1.6	4.2
Cc1nn(-c2ccccc2)c(Cl)c1/C=N/Nc1ccc(Cl)c(C(=O)O)c1	6.4	-7.0	3.6	-3.8	-3.5	-8.7	-1.7	3.8	-2.5	-0.6
Cc1ccc(NC(=O)Cc2c(O)c3ccccc3[nH]c2=O)c(C)c1	14.1	-5.0	-1.5	-0.1	0.1	-2.3	-6.1	-8.2	-7.8	2.5
Cc1cc(CCC(=O)O)c(C)cc1CCC(=O)O	-2.5	1.5	-10.2	-1.5	2.7	-7.8	-1.7	-5.4	-0.2	-1.7
COc1ccc(NC(=O)c2c(C(F)(F)F)nn(C)c2Cl)cc1	-1.0	-0.2	5.3	6.8	0.7	7.0	-3.6	-7.3	-8.5	0.7
CC(C)C1(C2CCCC2)NC(=O)NC1=O (stereo not drawn)	1.3	2.1	4.0	3.0	3.9	-0.6	-1.4	-1.0	10.5	-5.3
O=C(CCN1CCOCC1)Nc1cccc(Br)c1	-3.8	3.4	12.1	1.0	-2.6	1.5	-1.1	-8.2	-7.3	-3.7
CCOc1cc2[nH]c(=S)n(CCCCC(=O)NCc3ccco3)c(=O)c2cc1OCC	-6.4	2.5	-1.7	-3.0	2.3	-1.7	1.7	0.7	-20.3	2.0
COc1cccc(OC)c1C(=O)N1CCN(Cc2cccnc2)CC1	0.0	-6.6	-4.7	0.0	1.6	8.8	-3.5	-1.9	22.1	-6.4
Cc1c(C(=O)NC2CCCCC2C)oc2ccccc12 (stereo not drawn)	3.8	-7.7	3.6	0.5	-2.5	4.2	-4.5	-5.3	-2.1	-0.8
CN1CCc2c(sc(NC(=O)C3CCCN3S(=O)(=O)c3ccc(Cl)s3)c2C(N)=O)C1 (stereo not drawn)	-9.1	-18.6	-19.8	1.6	-10.0	-6.5	-11.3	-52.3	-7.5	-0.1
CCC(C)(C)NC(=O)C(c1ccncc1)N(Cc1cccs1)C(=O)Cn1nnc2ccccc21 (stereo not drawn)	-5.7	3.0	-5.1	0.8	3.8	-7.8	-0.2	4.0	-0.3	8.7
Cc1ccc(S(=O)(=O)N2CCN(Cc3ccccc3)CC2)cc1	3.0	-6.6	-1.0	-0.4	-1.6	3.3	-2.8	-0.7	-2.1	5.6
CN(C)c1ccc(CNc2ccccn2)cc1	3.9	-2.7	2.9	7.0	-1.0	-16.2	-1.0	-3.1	2.6	-3.8
CC1(C)CC(=O)C(C2c3ccccc3Oc3ccccc32)C(=O)C1	4.4	-0.8	-11.7	-2.3	-2.4	8.2	-3.5	2.7	1.3	0.5
Cc1nnc(SCC(=O)N2CCCCC2)n1CC1CCCO1 (stereo not drawn)	-3.1	0.6	-0.2	-3.0	4.1	-0.7	3.2	3.3	-0.9	-6.7
Cc1ccc(CNC(=O)CSCc2ccccc2)cc1	-2.9	0.4	-3.4	1.8	-0.2	-6.9	-0.6	5.2	5.8	-3.7
CCn1c(C(C)NC(=O)c2ccc(OC)c(OC)c2)nc2ccccc21 (stereo not drawn)	0.2	-0.1	5.4	-2.2	3.3	5.5	-1.9	-3.1	-1.5	-2.2
COc1ccc(CCNC(=O)CSc2ccc(Br)cc2)cc1OC	1.4	-0.2	11.1	2.5	3.8	12.4	2.4	-5.8	1.7	-4.5
Cn1c(SCc2ccccc2F)nnc1-c1cnccn1	-2.1	-5.0	-12.2	-0.4	2.4	-2.5	1.1	-1.6	-3.1	-2.3
COc1ccc2c(c1OC)C(=O)N(c1ccccn1)C2	-1.8	-17.2	-9.6	-2.2	-9.1	1.3	-19.0	-62.2	2.1	-0.3
CC(C)(C)OC(=O)N1CCC(c2c(C(=O)N3CCN(C(=O)c4ccco4)CC3)cnn2-c2ccc(F)cc2F)CC1	3.3	-6.1	4.0	0.8	-0.7	-3.8	-0.8	-1.1	4.5	0.4
Cc1cc(C)c(NC(=O)CN(C)CC(=O)Nc2cccc(S(=O)(=O)N(C)c3ccccc3)c2)c(C)c1	-1.1	0.3	-13.9	-5.0	3.3	-0.1	-10.5	5.8	0.0	1.7
CC(=O)N1c2ccc(S(=O)(=O)NCc3ccccc3Cl)cc2CC1C (stereo not drawn)	17.5*	0.8	8.5	0.2	3.4	-0.1	-1.5	0.2	12.1	5.2
O=C(OCC(=O)N1CCc2ccccc21)c1ccccc1	8.3	2.1	-3.8	2.8	3.2	8.5	-2.1	3.5	4.4	-7.7
O=C(COc1ccc([N+](=O)[O-])cc1)Nc1ccc(C(=O)Nc2ccccc2C(=O)O)cc1	-5.7	-2.3	6.6	5.0	-2.8	6.2	-0.7	-2.0	9.0	-1.2
Cn1c(NC(=O)/C=C/c2ccc(Cl)c(Cl)c2)cc(=O)n(C)c1=O	12.9	-5.8	-6.6	3.3	-4.2	-0.8	-1.1	-12.1	-1.4	-2.6
COC(=O)N/N=C/c1cn(CC(C)COc2ccccc2)c2ccccc12 (stereo not drawn)	11.9	3.5	2.4	2.2	1.1	-1.7	3.9	7.5	-0.4	1.7
NCc1csc(Nc2ncccn2)n1	-1.0	-0.1	-9.0	-5.2	0.7	4.7	-3.4	-5.8	2.8	-3.0
O=C(Nc1ccc(N2CCCC2)c(Cl)c1)c1ccc(Br)o1	-4.5	-147.7	13.6	-5.2	-138.0	3.2	-3.3	-11.7	0.1	-7.7
CC(Oc1cccc(Br)c1)C(=O)NNC(=O)CCNC(=O)c1ccccc1Cl (stereo not drawn)	2.0	-2.5	-13.2	4.7	-0.2	-3.2	0.7	6.1	6.3	3.2
Cc1ccccc1NCC(=O)Nc1cc(S(=O)(=O)N2CCCCC2)ccc1C	-3.4	-4.1	5.5	-3.9	-0.9	3.5	-1.2	-10.1	1.4	2.2
O=C1OC(c2ccc(F)cc2)=N/C1=C\C=C/c1ccccc1	-0.5	-8.9	8.8	-4.4	1.1	-9.3	-1.6	-7.7	-0.4	3.0
CCOC(=O)c1cc(NC(=O)c2cc(C)on2)cc(C(=O)OCC)c1	-3.9	0.6	2.2	1.3	-0.1	-3.6	-8.7	0.7	-0.7	9.0
CCOCCn1c(SCc2ccc(C)cc2)nc2c1c(=O)[nH]c(=O)n2C	-3.1	-2.5	-6.8	-2.7	-2.6	-13.6	-2.7	-10.2	8.3	6.5
O=C(COc1ccccc1)Nc1ccc(S(=O)(=O)Nc2ccccn2)cc1	5.9	-27.1	12.3	1.1	-12.8	1.9	-12.9	-21.9	-3.9	2.6
CN(/C=C/C(=C\C=[N+](C)c1ccccc1)OCCCS(=O)(=O)[O-])c1ccccc1	5.4	-6.0	11.6	2.6	-4.9	-1.1	-5.3	-4.6	-6.2	-1.0

3 of the entries above in order of the ADAM17 inh value, high to low.
smiles,ADAM17 inh
CN(/C=C/C(=C\C=[N+](C)c1ccccc1)OCCCS(=O)(=O)[O-])c1ccccc1,-5.3
CCOC(=O)c1cc(NC(=O)c2cc(C)on2)cc(C(=O)OCC)c1,-8.7
O=C(COc1ccccc1)Nc1ccc(S(=O)(=O)Nc2ccccn2)cc1,-12.9

2 entries from above in a different format.
| Compound | SIAE inh | PLC-beta3 inh | ASAP1 inh | DDE Tn6 FP inh | PLCg1 inh | ARFGAP1 inh | ADAM17 inh | ADAM10 inh | TDP2 inh | Tn7 DDE FP |
| --- | --- | --- | --- | --- | --- | --- | --- | --- | --- | --- |
| CCOCCn1c(SCc2ccc(C)cc2)nc2c1c(=O)[nH]c(=O)n2C | -3.1 | -2.5 | -6.8 | -2.7 | -2.6 | -13.6 | -2.7 | -10.2 | 8.3 | 6.5 |
| O=C(COc1ccccc1)Nc1ccc(S(=O)(=O)Nc2ccccn2)cc1 | 5.9 | -27.1 | 12.3 | 1.1 | -12.8 | 1.9 | -12.9 | -21.9 | -3.9 | 2.6 |
